# EPAC1 agonist: activates human EPAC1 exchange factor | EPAC1 agonist qHTS, biochemical assay; response scale: 100% = response to 6.5 mM cAMP | AID 720707 | actives 0.073% (n = 360,000) | O95398 | Potency, µM (titrated, usually from 154 µM), for inactives: at the highest dose activation, usual class: activators; note: potency is the fitted concentration of half-maximal effect; nearly all actives have a fitted effect of over 60% in size
#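 Fluorescent GDP-exchange assay: 100 nM EPAC1 with 250 nM Rap1B preloaded with BODIPY-GDP and 50 uM GDP; compounds tested as concentration series, 5 min at room temperature, then read every 5 min for 30 min (ex 480/em 540 nm); normalized to 6.5 mM cAMP.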
# IL-2 act: activates IL-2 in a cell-based reporter assay; IL-2 activation reporter assay, cell-based qHTS; stimulated with anti-CD3/CD4/CD28 beads; in transgenic mouse T cells; activation, % (series mostly up to about 46 µM); actives 0.065% (n = 360,000); in the data active = activation above about 50%; inconclusive = mostly about 30% to 49%; note: 0% is about no effect
#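 Unstimulated transgenic mouse T cells; 60-min compound exposure; bead-based TCR/CD4/CD28 stimulation; 18 h culture, 37 degrees C; dual fluorescence (EGFP, DsRed) plate cytometry.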
# GLP1R ag: GLP-1 receptor (human) agonism | P43220 | HEK293 GLP-1R CRE-luciferase, luminescence, 4-6 h; cells express a hypersensitive GLP-1R form | Potency, µM (series often up to 45.6 µM), for inactives: at the highest dose activation, most hits filed as activators | actives 0.007% (n = 380,000); note: potency is the fitted concentration of half-maximal effect; % of control where 0% means no effect
# Target sequence (P43220 whole entry, looked up): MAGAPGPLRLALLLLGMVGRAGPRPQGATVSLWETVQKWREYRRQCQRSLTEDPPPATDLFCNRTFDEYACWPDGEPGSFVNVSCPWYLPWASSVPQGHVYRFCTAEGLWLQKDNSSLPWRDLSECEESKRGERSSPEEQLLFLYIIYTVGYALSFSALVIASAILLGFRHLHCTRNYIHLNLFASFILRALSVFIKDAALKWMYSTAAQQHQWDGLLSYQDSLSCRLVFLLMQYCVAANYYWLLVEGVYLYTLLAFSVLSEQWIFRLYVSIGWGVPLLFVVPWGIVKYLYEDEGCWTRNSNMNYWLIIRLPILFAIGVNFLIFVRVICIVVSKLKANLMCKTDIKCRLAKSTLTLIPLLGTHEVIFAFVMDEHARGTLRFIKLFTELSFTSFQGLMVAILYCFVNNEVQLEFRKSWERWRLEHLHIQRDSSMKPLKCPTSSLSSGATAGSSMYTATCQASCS
# PTHR1 agonist: activates the human parathyroid hormone receptor PTHR1; Potency, µM (doses to about 115 µM), without a hit: top-dose activation, hits mostly activators; HEK293 GP2 PTHR1 cells, GloSensor cAMP luminescence, 1 h; Q03431; actives 0.075% (n = 410,000); note: potency is the fitted concentration of half-maximal effect; nearly all actives have a fitted effect of over 55% in size; some results filed as inactive show a strong effect at the top dose; inactives centre near -15; many of its hits are not listed in these tables
#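 HEK-293-derived GP2 cells expressing PTHR1 and a GloSensor cAMP reporter, 3,000/well, plated overnight, given luciferin plus IBMX (each 0.5 mM as added) for 1 h at 37 °C, then compound for 1 h at 37 °C. Luminescence was read after 15 min at room temperature.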
# PLK1 PBD block: blocks phosphopeptide binding to human PLK1 polo-box domain | P53350 | Plk1 PBD binding of FITC phosphopeptide, fluorescence polarization | Potency, µM, for the others: max response, negative = inhibition, actives largely listed as inhibitors | actives 2.8% (n = 360,000); note: potency is the fitted concentration of half-maximal effect; series mostly up to about 57 µM; % is set by controls: 0 for no effect and ±100 for the full control effect; nearly all actives have a fitted effect of over 65% in size
# Target sequence (P53350 whole entry, looked up, the tested form may be a part): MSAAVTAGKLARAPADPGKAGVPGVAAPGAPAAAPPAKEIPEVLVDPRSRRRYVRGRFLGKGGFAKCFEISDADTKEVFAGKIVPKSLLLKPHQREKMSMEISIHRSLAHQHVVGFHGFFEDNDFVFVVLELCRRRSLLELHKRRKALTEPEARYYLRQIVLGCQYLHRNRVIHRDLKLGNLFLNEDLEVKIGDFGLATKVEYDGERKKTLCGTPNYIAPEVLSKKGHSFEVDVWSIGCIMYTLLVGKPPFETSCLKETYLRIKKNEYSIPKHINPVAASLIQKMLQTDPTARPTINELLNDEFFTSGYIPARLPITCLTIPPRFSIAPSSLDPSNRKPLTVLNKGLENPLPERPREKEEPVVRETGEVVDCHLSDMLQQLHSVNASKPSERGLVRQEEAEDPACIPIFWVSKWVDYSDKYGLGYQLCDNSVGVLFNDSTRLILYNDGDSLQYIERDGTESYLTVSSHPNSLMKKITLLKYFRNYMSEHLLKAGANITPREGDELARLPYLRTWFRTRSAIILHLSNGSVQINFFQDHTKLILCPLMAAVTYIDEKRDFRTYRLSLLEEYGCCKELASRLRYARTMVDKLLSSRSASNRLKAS
# EPAC1 antagonist: EPAC1 (human) antagonism | AID 720709 | Potency, µM (top dose mostly 115 µM), for inactives: top-dose activity change, negative = inhibition, actives largely listed as inhibitors | O95398 | actives 0.14% (n = 360,000) | EPAC1 GEF assay, Rap1b-BODIPY-GDP exchange fluorescence;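 note: potency is the fitted concentration of half-maximal effect; plate controls were vehicle for no effect and positive control for full effect; nearly all actives have a fitted effect of over 50% in size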
# GLP1R cytotox: cytotoxicity in counter-screen for GLP-1R inverse agonists. HEK293 cAMP-luciferase reporter cells, luminescence, 24 h. Potency, µM (titrated, usually from 38.3 µM), for inactives: top-dose activity change, negative = inhibition, hits mostly inhibitors. actives 0.13% (n = 410,000);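 note: loss of luciferase light is scored as toxicity; potency is the fitted concentration of half-maximal effect; % is set by controls: 0 for no effect and ±100 for the full control effect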
#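 To flag toxic compounds, the library was rerun on cells for 24 hr at 37 deg C and 5% CO2. Viability-linked luminescence was captured 12 min after adding luciferase detection reagent.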
# GLP1R inv ag: GLP-1 receptor (human) inverse agonism. P43220. HEK293 GLP-1R CRE-luciferase, luminescence, 24 h; GLP-1R form is constitutively active. Potency, µM (highest dose often 38.3 µM), inactives show at the top dose activity change, negative = inhibition, usual class: inhibitors. actives 1.6% (n = 410,000); note: potency is the fitted concentration of half-maximal effect; % is set by controls: 0 for no effect and ±100 for the full control effect; nearly all actives have a fitted effect of over 55% in size
#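 GLP-1R inverse agonism mode: basal reporter luminescence in engineered HEK293 cells measured after one day of compound exposure at 37 deg C, with a 12 min room-temperature detection step.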
# PI5P4Ka inh: inhibitors of human PI5P4K alpha. P48426. PI5P4Kalpha enzyme, ADP-Glo luminescence, 60 min; hits give low values. max response, %. actives 1.2% (n = 330,000). AID 652105; active = max response of -50% or lower; inconclusive = between -30% and -50%; inactive = -30% or higher; note: value at the top dose of about 77 µM; % is set by controls: 0 for no effect and ±100 for the full control effect
#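 Luminescence from ADP-Glo served as readout of PI5P4Kalpha activity in a qHTS format. Reaction: enzyme, substrate, compound, ATP at 5 microM final, 60 min at RT.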
# * marks the source's active call; other numbers are inactive results; i = inactive; ? = inconclusive; . = no result given; & = joins results of further samples; [ ] = another dose, or the depositor's remark. Unless noted, calls come from the whole dose curve; as a rule, active = well fitted curve in the direction sought with a large enough effect; inconclusive = small, poorly fitted or top-dose-only effect, or another doubt; inactive = no such curve, though single readings can be large; an effect the other way counts as inactive or inconclusive. Not all compounds are listed; the hit share may differ from the screen's.
# Order of values: GLP1R inv ag	PTHR1 agonist	GLP1R cytotox	GLP1R ag	EPAC1 agonist	PLK1 PBD block	PI5P4Ka inh	EPAC1 antagonist	IL-2 act
CCC1C(=O)C(CC)C(c2ccccc2)NC1c1ccccc1 (stereo not drawn)
    ?	-28%	16%	1%	1%	-4%	2	-5%	-0.8
O=C(NCc1cccc(Cl)c1)c1ccc2c(Cl)c3c(nc2c1)CCCC3
    -11%	-38%[inhibitor]	2%	1%	.	.	.	.	.
COCCNc1nnc(SCC(=O)NC(=O)c2ccc(Cl)cc2)s1
    5%	-6%	-2%	12%	6%	-6%	-1	7%	2.6
COc1ccccc1NC(=O)CCN1C(=O)c2ccccc2S1(=O)=O
    34%[activator]	-8%	-13%	20%	-5%	-5%	3	-1%	-1.8
CC(=O)Nc1ccc(-c2ccnc3c2CC(C)(C(=O)Nc2ccc(F)c(Cl)c2)O3)cc1 (stereo not drawn)
    ?	i	-13%	-1%	5%	-3%	-13	?	-0.7
CCn1c(SCC(=O)c2[nH]c(C)c(C(C)=O)c2C)nnc1-c1cccs1
    0%	-16%[57.5 µM]	-9%	0%	-6%	-14%	2	9%	-3.8
COc1ccc(-n2cc(C(=O)c3cc4ccccc4oc3=O)c(C(C)=O)n2)cc1
    25%	-27%	10%	-11%	1%	-6%	?	5%	-0.9
CCOCC(=O)N1CCN(c2cccc(Cl)c2)CC1
    -10%	i	-22%	1%	-7%	-11%	-4	-8%	2.1
COCCNC(=O)C1CCCN(Cc2cccc(C(F)(F)F)c2)CC1 (stereo not drawn)
    3%	-13%	-7%	0%	-2%	-1%	-5	2%	-0.9
COc1ccc2c(CC(=O)OCC(=O)Nc3ccccc3[N+](=O)[O-])coc2c1
    21%	-18%	4%	-2%	2%	-5%	2	-4%	0.2
COc1ccc(-n2cnnc2SCC(=O)N(C)C2CCS(=O)(=O)C2)cc1 (stereo not drawn)
    4%	i	8%	-6%	5%	-9%	.	0%	0.0
Cc1cc(NC(=O)CSCC(=O)Nc2ccc(Cl)c(C(F)(F)F)c2)no1
    ?	-60%[inhibitor]	0%	8%	-3%	-15%	1	-20%	0.2
COCc1c(C(=O)OCC(=O)N2c3ccccc3NC(=O)C2(C)C)oc2ccccc12
    ?	-12%[57.5 µM]	?	-17%	1%	-8%	.	-19%	-1.1
Cc1ccc(C)c(NS(=O)(=O)c2ccc3c(c2)NC(=O)CO3)c1
    ?	-26%	-3%	-1%	-2%	-11%	-2	-11%	-3.8
NC(=O)NOCc1ccccc1
    18%	-13%	-1%	-2%	4%	-9%	-4	3%	1.4
Cc1cc(C)cc(N(C(=O)c2ccc3c(c2)OCO3)C2C=CS(=O)(=O)C2)c1 (stereo not drawn)
    -16%	i	-24%	-4%	5%	-7%	.	-7%	-2.1
CC1=C(C(=O)OCC(C)C)C23C(=O)c4ccccc4C2(O1)OC(N)=C3C#N (stereo not drawn)
    -8%	-12%[57.5 µM]	-5%	12%	9%	-7%	.	-4%	-1.6
CC(OC(=O)CCSc1ccccc1)C(=O)Nc1ccc(S(N)(=O)=O)cc1 (stereo not drawn)
    -8%	-10%	9%	9%	5%	-14%	1	-26%	-3.4
CCOc1ccc(CNC(=O)C2CCCN(S(C)(=O)=O)C2)cc1OC (stereo not drawn)
    16%	-14%	16%	-5%	-6%	3%	.	14%	0.6
CN(CC(=O)NCCc1ccc(F)cc1)Cc1ccc(Br)cc1
    10µM*	-4%	5%	21%	-2%	-5%	-5	-11%	-3.2

# For convenience, part of the list above.
# Order of values: GLP1R inv ag	PTHR1 agonist	GLP1R cytotox	GLP1R ag	EPAC1 agonist	PLK1 PBD block	PI5P4Ka inh	EPAC1 antagonist	IL-2 act
Cc1ccc(C)c(NS(=O)(=O)c2ccc3c(c2)NC(=O)CO3)c1
    ?	-26%	-3%	-1%	-2%	-11%	-2	-11%	-3.8
NC(=O)NOCc1ccccc1
    18%	-13%	-1%	-2%	4%	-9%	-4	3%	1.4

# Carrying on.
# Order of values: GLP1R inv ag	PTHR1 agonist	GLP1R cytotox	GLP1R ag	EPAC1 agonist	PLK1 PBD block	PI5P4Ka inh	EPAC1 antagonist	IL-2 act
COc1cccc(CN(C)CC(=O)Nc2c(C)cccc2C(C)C)c1
    ?	-35%[inhibitor]	1%	8%	-5%	-1%	5	6%	-0.8
O=C(Cn1c(=O)sc2ccccc21)Nc1ccccc1C(=O)O
    4%	-14%[57.5 µM]	4%	-5%	5%	-14%	-22	-1%	0.0
O=Cc1cn(CC(O)CN2CCCCC2)c2ccccc12 (stereo not drawn)
    1%	i	0%	8%	-1%	-3%	0	-16%	-0.5
Nc1nc2c(nnn2C2CC(O)C(CO)O2)c(=O)[nH]1 (stereo not drawn)
    ?	-16%	?	0%	-4%	-8%	-1	-17%	0.6
COc1ccc(F)cc1S(=O)(=O)NCc1cc(=O)n(C)c(=O)n1C
    18%	i	1%	-5%	-5%	-3%	-2	13%	-3.2
O=C(NC(=S)NNC(=O)c1ccccc1O)c1cccs1
    -29%	i	-13%	-2%	5%	-19%	-3	-4%	-2.4
O=C(CSc1nnc(-c2cccnc2)o1)Nc1ccccc1F
    ?	i	2%	7%	1%	-28%	-4	1%	-1.8
CCCCCCCc1c(O)nc(SCC(=O)O)[nH]c1=O
    8%	4%	-5%	-5%	0%	-14%	-26	-22%	-1.3
CCOC(=O)c1sc(-c2ccccc2)cc1NC(=O)CSc1nnnn1C
    41%	i	3%	4%	4%	3%	2	8%	0.9
Cc1ccc(C)c(NS(=O)(=O)c2ccc3c(c2)NC(=O)CCS3)c1
    ?	-9%	-17%	-2%	-6%	-9%	-2	?	-1.7
COc1ccc(C2/C=C\CN(C(=O)Nc3ccccc3)CC(=O)N2Cc2ccc(F)cc2)cc1 (stereo not drawn)
    -2%	i	0%	0%	-2%	-8%	-1	-2%	-0.1
CCN(CC(=O)Nc1c(F)cccc1F)C(=O)CCNS(=O)(=O)c1ccc(C)c(C)c1
    8%	-7%	2%	2%	-12%	-10%	1	6%	2.7
COc1ccccc1-c1cc(C(=O)N/N=C/c2ccc(C)s2)c2ccccc2n1
    -8%	i	-4%	-4%	9%	-5%	0	-12%	-1.4
CCOc1ccc(CCN2C(=O)C3C4CCC(O4)C3C2=O)cc1OCC (stereo not drawn)
    14%	i	-9%	19%	-4%	1%	-4	-8%	0.7
O=C(Nc1cccc2c(=O)[nH][nH]c(=O)c12)c1ccc([N+](=O)[O-])cc1
    18%	-2%	4%	1%	-7%	-16%	-65*	-14%	1.5
CCNC(=S)NNC(=O)c1cc(C)nc2ccccc12
    -8%	-21%	2%[1.53 µM]	-4%	10%	-10%	1	10%	-0.7
CCC(C)(C)NC(=O)C(c1sccc1C)N(Cc1ccco1)C(=O)c1csnn1 (stereo not drawn)
    -22%	i	-22%	7%	-1%	1%	-7	-8%	-3.8
COc1ccc(CN2CCC(C(=O)NC(c3ccc4c(c3)OCO4)c3ccccn3)CC2)cc1 (stereo not drawn)
    12%	-22%	8%	0%	13%	-8%	-3	3%	-0.7
CCC(=O)Nc1cccc(C2=NOC3(C2)C[C@H](C(N)=O)N(C(=O)Cc2ccc([N+](=O)[O-])cc2)C3)c1 (stereo partly drawn)
    4%	i	2%	13%	7%	-13%	0	1%	0.1
O=C(O)c1cc(-c2ccc(Cl)cc2)n(-c2ccc(F)cc2)n1
    2%	-9%	3%	0%	-3%	-8%	3	14%	0.7
Cc1csc2nc(CSc3nc4ccccc4o3)c(Br)n12
    2%	-34%[inhibitor][57.5 µM]	-7%	22%	10%	-5%	-3	-7%	0.5
CC(C)(C)C1(c2ccccc2)NC(=O)N(CC(=O)N2CCOCC2)C1=O (stereo not drawn)
    3%	i	7%	-15%	6%	0%	2	8%	0.3
CCOc1ccc(Nc2cc(C)nc(N3CCOCC3)n2)cc1
    -28%	13%[57.5 µM]	2%	-6%	-4%	1%	-3	4%	0.6
COc1ccc(OCc2cc(C(=O)N(C)CC3CCCCO3)no2)c(Cl)c1 (stereo not drawn)
    ?	-17%	-1%	12%	2%	-7%	-3	-7%	0.1
CC(=O)Nc1cc(NC(C)=O)cc(-c2nc3ccccc3[nH]2)c1
    10%	-23%&-43%	?	-2%	10%	-11%	-2	-15%	-0.2
Cc1oc(-c2cccc(Br)c2)[n+]([O-])c1C
    4%	-2%	7%	-2%	6%	?	-3	0%	3.3
Cc1cc(C)cc(NS(=O)(=O)c2c(C(=O)N3CCOCC3)c(C)n(C)c2C)c1
    1%	i	9%	5%	4%	-17%	-2	-20%	-4.1
COc1ccc(/C=N/NS(=O)(=O)c2ccc(NC(C)=O)cc2)cc1
    15%	0%	1%	7%	6%	-2%	4	1%	-1.6
COc1ccc(Cl)cc1S(=O)(=O)N(C)CC(=O)NCc1ccc2c(c1)OCO2
    -12%	i	3%	10%	-1%	1%	1	-19%	-1.7
Cc1ccc(C(C(=O)NCc2ccc(F)cc2)N(C(=O)c2csnn2)C2CC2)o1 (stereo not drawn)
    -5%	-40%[inhibitor]	-6%	-2%	-3%	-2%	.	15%	-0.8
CCOC(=O)c1ccc(N2C(=O)CC(C3CCCO3)C2=O)cc1 (stereo not drawn)
    17%	-5%[57.5 µM]	-6%	-3%	5%	-3%	0	?	-0.7
C=C(C)COC(=O)C1CC2OC2CC1C(=O)OCC(=C)C (stereo not drawn)
    -8%	i	-2%	0%	0%	5%	-3	5%	0.2
Cc1ccc(C(=O)NC(=O)CSc2nncn2C)cc1
    9%	-12%	0%	6%	-3%	-6%	1	8%	0.1
CC(=O)C(Sc1nnnn1-c1ccc(O)cc1)c1ccccc1 (stereo not drawn)
    4%	-15%	-3%	-3%	-3%	-7%	-3	4%	-1.1
CNC(=O)Nc1ccc(C2SCCS2)cc1
    42%[activator]	-3%	8%	12%	8%	4%	-7	6%	-2.8
Cc1ccc(Cn2c(SC(C)C(N)=O)nc3ccccc3c2=O)cc1 (stereo not drawn)
    13%	-6%	-10%	17%	-1%	1%	-2	-5%	0.8
